# GLS inhibitor = qHTS for Inhibitors of Glutaminase (GLS). AID 624170, 2012. actives 0.21% (n = 410,000). GLS enzymatic activity, qHTS titration. Glutaminase kidney isoform, mitochondrial (Homo sapiens), O94925. Potency, µM (highest dose often 45.5 µM), without a hit: top-dose activity change, negative = inhibition, most hits filed as inhibitors; note: potency is the fitted concentration of half-maximal effect; % is set by controls: 0 for no effect and ±100 for the full control effect
#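 Enzyme dispensed in phosphate buffer (45 mM, pH 8.2, 0.02% Tween-20), compounds pinned in, then 1 mM L-glutamine solution and the glutamate oxidase–HRP–Amplex Red mix added; fluorescence read immediately and again after 30 min at room temperature.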
# JMJD2A Tudor = qHTS Assay for Inhibitors of JMJD2A-Tudor Domain; Lysine-specific demethylase 4A (Homo sapiens), O75164; AlphaScreen JMJD2A-Tudor / H3K4me3 peptide binding; Potency, µM (doses to about 114 µM), for inactives: at the highest dose activity change, negative = inhibition, most hits filed as inhibitors; actives 4.4% (n = 390,000); AID 504339, 2011; note: potency is the fitted concentration of half-maximal effect; % is set by controls: 0 for no effect and ±100 for the full control effect; nearly all actives have a fitted effect of over 50% in size
# G9a inh = qHTS Assay for Inhibitors of Histone Lysine Methyltransferase G9a. Histone-lysine N-methyltransferase EHMT2 (Homo sapiens), Q96KQ7. G9a H3K9 monomethylation, AlphaScreen, 2 h. Potency, µM (highest dose often 102 µM), without a hit: top-dose activity, negative = inhibition, usual class: inhibitors. actives 8.8% (n = 350,000). AID 504332, 2011; note: potency is the fitted concentration of half-maximal effect; % is set by controls: 0 for no effect and ±100 for the full control effect; nearly all actives have a fitted effect of over 75% in size
#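 Chemiluminescent proximity detection of H3K9 monomethylation, read after 10 min bead incubation in the dark. Reaction: 20 nM G9a, 500 nM biotin-H3K9 peptide, 20 uM SAM cofactor, 2 h, room temperature, following 15 min enzyme-compound preincubation.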
# BAZ2B block = qHTS Assay for Inhibitors of BAZ2B | Potency, µM (titrated, usually from 114 µM), without a hit: top-dose activity change, negative = inhibition, most hits filed as inhibitors | AlphaScreen BAZ2B-H3K14Ac peptide displacement | actives 4.4% (n = 360,000) | Bromodomain adjacent to zinc finger domain protein 2B (Homo sapiens), Q9UIF8; note: potency is the fitted concentration of half-maximal effect; % is set by controls: 0 for no effect and ±100 for the full control effect; nearly all actives have a fitted effect of over 60% in size
#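 BAZ2B 50 nM plus b-H3(5-23)K14Ac 50 nM, PBS pH 7.4/0.01% Tween-20, 30 min RT; compound added (max 110 uM), 30 min RT; streptavidin donor/Ni-chelate acceptor beads 10 ug/mL final, 20 min dark; AlphaScreen read.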
# HP1b chromo inh = HTS for Inhibitors of HP1-beta Chromodomain Interactions with Methylated Histone Tails. actives 0.56% (n = 390,000). Potency, µM (doses to about 114 µM), inactives show at the top dose activity change, negative = inhibition, actives largely listed as inhibitors. Chromobox protein homolog 1 (Homo sapiens), P83916. AID 540317, 2011. AlphaScreen HP1-beta / biotin-H3K9me3 peptide binding; note: potency is the fitted concentration of half-maximal effect; nearly all actives have a fitted effect of over 70% in size; inactives centre near 23
#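 Compound inhibition of the preformed complex between 50 nM HP1-beta and 50 nM biotinylated H3K9me3 peptide was read by AlphaScreen. Buffer was PBS pH 7.4 with 0.01% Tween-20. Incubations ran 30 min at room temperature, with 10 ug/mL donor/acceptor beads.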
# ERG-DNA inh = qHTS for Small Molecule Inhibitors of the ERG Ets/DNA interaction | Transcriptional regulator ERG (Homo sapiens), P11308 | Potency, µM (highest dose often 76.9 µM), inactives show top-dose FP activity, negative = inhibition, usual class: inhibitors | actives 0.028% (n = 370,000) | fluorescence polarization, His-ERG Ets domain / labelled DNA | AID 624246, 2012; active = well fitted inhibition curve with a large enough effect in the polarisation, with a control signal flat; inconclusive = small, poorly fitted or top-dose-only effect, or effect the other way, or a change in a side signal; inactive = no such curve, though single readings can be large or run the other way; the % refers to the polarisation;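 note: polarization taken with two DNA probes labelled with fluorescein and Texas red; potency is the fitted concentration of half-maximal effect; % of control where 0% means no effect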
# Target sequence (P11308 whole entry, looked up, the tested form may be a part): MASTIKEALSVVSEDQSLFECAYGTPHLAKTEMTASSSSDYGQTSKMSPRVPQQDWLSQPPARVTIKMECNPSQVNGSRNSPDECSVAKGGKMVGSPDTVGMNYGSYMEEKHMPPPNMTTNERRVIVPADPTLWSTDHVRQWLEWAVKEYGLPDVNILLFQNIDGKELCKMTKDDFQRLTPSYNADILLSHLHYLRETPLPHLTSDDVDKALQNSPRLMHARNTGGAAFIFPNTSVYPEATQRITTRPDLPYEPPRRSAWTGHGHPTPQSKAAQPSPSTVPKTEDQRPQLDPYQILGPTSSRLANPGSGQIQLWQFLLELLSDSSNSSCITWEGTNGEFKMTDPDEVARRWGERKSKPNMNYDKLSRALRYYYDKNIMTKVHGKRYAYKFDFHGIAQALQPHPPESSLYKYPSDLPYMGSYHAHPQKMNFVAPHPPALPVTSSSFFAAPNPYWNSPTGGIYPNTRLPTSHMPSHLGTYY
#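 His-tagged ERG Ets domain (1 uM in the protein solution; 300mM KCl, 50mM Tris-HCl, 1mM EDTA, 1mM DTT, pH 7.5) received compound, then a probe mix of 5 nM fluorescein-DNA and 100nM Texas-615-DNA. Fluorescence polarization was read for both dyes.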
# Pin1 inhibitor = qHTS Assay to Find Inhibitors of Pin1; Pin1 FP peptide displacement, HiFluor488, 10 min; AID 504891, 2011; actives 0.009% (n = 390,000); Potency, µM (top dose mostly 115 µM), without a hit: at the top dose activity, negative = inhibition, actives largely listed as inhibitors; Peptidyl-prolyl cis-trans isomerase NIMA-interacting 1 (Homo sapiens), Q13526; active = well fitted inhibition curve with a large enough effect in the polarisation, with a control signal flat, not every such curve was filed as active; inconclusive = small, poorly fitted or top-dose-only effect, or effect the other way, or a change in a side signal; inactive = no such curve, though single readings can be large or run the other way; the % refers to the polarisation; note: potency is the fitted concentration of half-maximal effect; % is set by controls: 0 for no effect and ±100 for the full control effect
# Target sequence (Q13526 whole entry, looked up): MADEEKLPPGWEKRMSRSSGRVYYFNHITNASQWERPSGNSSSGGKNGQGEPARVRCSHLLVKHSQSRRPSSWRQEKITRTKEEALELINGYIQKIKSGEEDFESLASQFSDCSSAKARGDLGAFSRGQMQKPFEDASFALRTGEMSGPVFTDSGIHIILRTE
# PGK inhibitor = qHTS Assay to Find Inhibitors of Phosphoglycerate Kinase; Phosphoglycerate kinase, glycosomal (Trypanosoma brucei brucei), P07378; PGK/GAPDH coupled, Kinase-Glo luminescence, 60 min; Potency, µM (doses to about 57.5 µM), without a hit: top-dose activity change, negative = inhibition, most hits filed as inhibitors; actives 0.043% (n = 380,000); AID 602233, 2012; note: potency is the fitted concentration of half-maximal effect; % is set by controls: 0 for no effect and ±100 for the full control effect; nearly all actives have a fitted effect of over 60% in size
# Target sequence (P07378 whole entry, looked up): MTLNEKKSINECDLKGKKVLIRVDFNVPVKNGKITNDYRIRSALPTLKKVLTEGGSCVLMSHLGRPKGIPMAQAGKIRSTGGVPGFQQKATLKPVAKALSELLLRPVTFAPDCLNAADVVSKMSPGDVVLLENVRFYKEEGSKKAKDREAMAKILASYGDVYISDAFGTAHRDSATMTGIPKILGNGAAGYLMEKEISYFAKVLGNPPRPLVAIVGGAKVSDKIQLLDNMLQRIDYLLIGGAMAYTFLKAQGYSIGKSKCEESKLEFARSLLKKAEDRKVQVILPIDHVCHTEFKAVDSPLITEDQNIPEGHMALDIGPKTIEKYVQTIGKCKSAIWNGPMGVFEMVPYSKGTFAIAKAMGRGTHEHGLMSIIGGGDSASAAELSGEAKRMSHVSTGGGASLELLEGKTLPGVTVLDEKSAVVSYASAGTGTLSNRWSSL
#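 Recombinant glycosomal PGK reaction used 1,3-bisphosphoglycerate generated in-well by GAPDH (100nM final) in 100mM TEA pH 7.6, 5mM MgCl2, 0.01% Tween-20. After 60 minutes at room temperature, ATP was read by Kinase-Glo Plus luminescence end-point.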
# PI4K2A inh = qHTS for small molecular inhibitors of PI4K2A; Phosphatidylinositol 4-kinase type 2-alpha (Homo sapiens), Q9BTU6; actives 0.13% (n = 420,000); purified PI4K2A, ADP-Glo luminescence, 1 h; active compounds read low; activity change, negative = inhibition, % at 76.9 µM; AID 1346378, 2018; in the data active = activity change below about -50%; inconclusive = mostly about -30% to -49%;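 note: -100% = wells without enzyme as full effect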
#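 Compounds are screened against recombinant PI4K2A using PI as substrate and ATP, the latter dispensed at 300 microM. Reactions run one hour at ambient temperature before ADP-Glo detection; full inhibition defined by wells lacking enzyme.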
# Starred values were filed as active, the others as inactive; i = inactive; u = inconclusive; x = not tested or not shown; [ ] = remark or other dose. Unless noted, calls come from the whole dose curve; as a rule, active = well fitted curve in the direction sought with a large enough effect; inconclusive = small, poorly fitted or top-dose-only effect, or another doubt; inactive = no such curve, though single readings can be large; an effect the other way counts as inactive or inconclusive.
no.	smiles	PGK inhibitor	HP1b chromo inh	G9a inh	GLS inhibitor	Pin1 inhibitor	BAZ2B block	JMJD2A Tudor	PI4K2A inh	ERG-DNA inh
1	O=Nc1[nH]c(=O)c(/C=C(\O)c2ccccc2)nc1NO	2.3%	6.4%	12.9%	-4.3%	3.0%	u	-32.5%	4.3	17.9%
2	CC(C)n1c(SCC(=O)N2CCN(C)CC2)nc2c1c(=O)n(C)c(=O)n2C	6.3%	10.0%	-7.1%	0.0%	-0.9%	7.8%	2.5%	1.3	2.4%
3	CC(C)[C@H](NC(=O)c1ccccc1Cl)C(=O)NC1CCCCCC1	-1.1%	28.9%	3.5%	-2.6%	0.4%	-11.5%	-13.0%	1.4	-16.8%
4	COc1ccccc1/C=C/C(=O)Nc1cccc(S(=O)(=O)NC2=NCCCCC2)c1	-1.3%	23.8%	-1.0%	1.4%	40.5%[activator]	x	-16.1%	-2.3	-7.5%[15.4 µM]
5	Cc1nn2cc(-c3ccc(Cl)cc3)cnc2c1Cl	-3.9%	29.4%	4.9%	-2.7%	7.9%	-1.1%	-8.4%	2.5	11.0%
6	CCNS(=O)(=O)c1ccc2nc(NC(=O)/C=C/c3cc(OC)c(OC)c(OC)c3)sc2c1	-2.3%	42.3%[activator]	-2.6%[59 µM]	-1.0%	-3.9%	4.0%	0.3%	0.0	1.7%
7	O=C(c1ccc2ccccc2c1)C1CCCN(S(=O)(=O)c2cccnc2)C1 (stereo unspecified)	1.9%	21.4%	x	2.2%	-1.2%	-26.2%	-23.1%	1.8	-1.6%
8	CC(OC(=O)c1cccc(-n2cnnn2)c1)C(=O)N(C)c1ccccc1 (stereo unspecified)	3.8%	39.3%[activator]	6.6%[12.7 µM]	1.6%	1.8%	-0.9%	-2.3%	-0.9	7.9%
9	O=C(NCc1ccccc1)c1ccc(Cl)cc1	8.2%	31.1%	21.8%	-2.0%	-0.7%	-16.7%	9.4%	3.8	-2.7%
10	COC(=O)c1ccccc1NC(=O)COC(=O)/C=C/c1ccco1	-5.9%	11.5%	50.1µM*	6.1%	-0.1%	u	-12.8%	2.9	11.9%
11	Oc1cnc2ccccc2c1CN1CCOCC1	5.8%	27.5%	u	0.0%	-8.0%	-36.9%	-35.9%	1.8	-25.1%
12	O=C(O)CCCC(=O)Nc1ccccc1Br	-0.6%	19.6%	-24.9%[12.7 µM]	12.0%	-1.8%	-1.5%	-2.6%	-1.5	-8.2%
13	O=C1Nc2ccccc2CCC1Sc1nnc(-c2ccc(Cl)cc2)s1 (stereo unspecified)	-6.2%	26.6%	18.9%[59 µM]	-0.9%	-1.9%	-4.7%	-9.2%	-2.1	-7.0%
14	Cc1ccc(-c2c(C)cc3oc(=O)cc(-c4ccccc4)c3c2C)cc1	-2.9%	22.3%	35.8%	-0.3%	2.6%	x	-16.4%	0.8	1.9%
15	CC1=NN(C(N)=S)C(=O)C1N=Nc1cccc(Cl)c1 (stereo unspecified)	-3.1%	23.8%	3.1%	15.2%	-0.1%	-10.6%	-21.4%	25.7	4.3%
16	Fc1ccc(/C=N/n2c(-c3cccs3)n[nH]c2=S)cc1	-8.7%	-25.3%	1.12µM*	u	-3.7%	-34.6%	31.6µM*	-0.9	-7.3%
17	CCc1cccc2c(C(=O)COC(=O)[C@@H]3CC(O)CN3S(=O)(=O)c3ccccc3[N+](=O)[O-])c[nH]c12 (stereo partly specified)	-4.3%	-1.2%	x	-1.1%	-9.2%	x	-32.4%	-6.2	-4.2%
18	O=C(CSCc1ccc(Cl)cc1)Nc1cccc(C(=O)O)c1	7.1%	45.0%[activator]	-0.7%	-5.3%	-0.8%	-0.9%	6.2%	-2.9	11.3%
19	COc1cc2[nH]ccc(=O)c2cc1OC	-1.5%	35.4%	3.5%	2.5%	8.2%	7.5%	-10.6%	5.5	-21.7%
20	CCOc1ccc(NC(=O)c2sc3nc(N4CCOCC4)c4c(c3c2N)CC(C)(C)OC4)cc1	2.5%	25.2%	79.4µM*	13.5%	1.2%	-2.6%	10.1%	2.3	-1.2%
21	CCNC(=O)C(=O)Nc1cc2c3c(c1)CCC(=O)N3CCC2	-5.0%	44.9%[activator]	6.5%	0.1%	-4.4%	1.6%	7.4%	2.7	-2.7%
22	Cc1ccc(Cl)c(OCC(=O)OCC(=O)NC2CCCc3ccccc32)c1 (stereo unspecified)	i	71.0%[activator]	10.3%[59 µM]	0.1%	10.5%	-8.1%	-12.4%	-2.3	10.2%
23	CCCCNc1cc(Cl)nc(N)n1	-7.6%	42.1%[activator]	-3.4%	-0.6%	u	-0.6%	2.8%	1.3	0.7%
24	O=S(=O)(NCc1cccnc1)c1ccccc1	-2.1%	17.3%	3.6%[59 µM]	-11.5%	9.7%	2.4%	-9.2%	2.0	-2.1%
25	CC(OC(=O)Nc1cccc(Cl)c1)C(=O)O (stereo unspecified)	1.9%	-4.4%[57 µM]	15.4%[12.7 µM]	1.0%	1.4%	-16.8%	-5.9%	-2.3	-9.1%
26	CCc1cc(=O)oc2c(C)c(OC(C)C(=O)NCCCn3ccnc3)ccc12 (stereo unspecified)	9.6%	34.7%	2.3%	0.3%	-3.9%	u	-9.0%	0.7	-2.3%
27	CCn1c(SCC(=O)c2ccc(F)cc2)nnc1-c1ccoc1C	3.0%	-3.6%	-36.5%[12.7 µM]	7.6%	9.4%	-14.0%	u	5.2	-1.8%
28	CC(C)(C)C(=O)Nc1ccc(S(=O)(=O)N2CCC(c3nc4ccccc4[nH]3)CC2)cc1	i	13.1%	-26.5%	-4.5%	22.8%	-5.0%	2.8%	-5.1	14.1%
29	Cc1ccc[n+](-c2[nH]c(=O)sc2/C=N/N=C(\[O-])c2cccnc2)c1	6.9%	40.7%[activator]	u	5.7%	u	-11.5%	-1.5%	-21.3	3.0%
30	O=C(Nc1ccc(F)cc1)C1CCCN(S(=O)(=O)c2cccc3cccnc23)C1 (stereo unspecified)	-0.2%	60.7%[activator]	-4.9%	0.6%	-5.4%	2.4%	-13.4%	-0.1	11.7%
31	O=C(CN1CCCCC1)NNc1nc(-c2ccccc2)c2cc(Cl)ccc2n1	0.5%	20.7%	x	u	-0.4%	-14.7%	-11.9%[57.1 µM]	1.5	0.4%
32	COc1ccc(S(=O)(=O)N2CCOCC2)cc1NC(=O)Cc1c(F)cccc1Cl	i	36.5%	17.5%[12.7 µM]	1.7%	2.2%	-6.3%	-3.4%	5.2	3.9%
33	Cc1cc(C)c2[nH]c(=O)c(C(c3nnnn3CC3CCCO3)N3CCCC(C)C3)cc2c1 (stereo unspecified)	-2.7%	-4.5%	17.8µM*	2.7%	-3.8%	-6.1%	-31.0%	3.2	-2.1%
34	O=c1c2cc(Cl)ccc2oc2nc3n(c(=O)c12)CCCS3	-5.1%	21.2%	-42.5%	-0.7%	u	-1.3%	-5.2%	-8.0	1.8%
35	COc1cccc(-c2oc3ccc(C)cc3c(=O)c2O)c1	-6.6%	96.8%[activator]	62.4%[activator][59 µM]	9.4%	3.4%	33.6%[activator]	60.5%[activator]	-0.9	-2.7%
36	COc1ccc(-n2nc3c(c2NC(=O)CCCl)CSC3)cc1	i	42.4%[activator]	13.7%	-11.4%	-0.8%	2.3%	-1.4%	-2.2	-6.1%
37	COc1ccccc1NC(=O)/C(=N/OCc1ccc(C#N)cc1)C(C)=O	1.3%	-8.8%	1.0%	1.3%	-0.4%	-11.0%	u	1.9	0.6%
38	O=C(COC(=O)c1cc[n+]([O-])cc1)Nc1ccc([N+](=O)[O-])cc1Cl	i	34.9%	4.2%	-2.1%	-1.7%	0.5%	-2.1%	-0.9	-2.7%
39	CCN1CCN(S(=O)(=O)c2ccc(C(=O)Nc3ccccc3)cc2)CC1	-1.6%	31.1%	83.4%[activator]	-6.1%	-7.2%	0.5%	-10.2%	-5.3	7.2%
40	Cc1ccc(-c2c(CN3CCN(c4cccc(C)c4C)CC3)csc2C)cc1	i	37.2%	u	4.1%	-1.3%	-35.8%	-31.5%	-2.3	-5.3%
41	Cc1ccc(/C=C/C(=O)c2nc3ccccc3[nH]2)cc1	0.9%	28.3%	16.2%	0.1%	12.2%	1.0%[57.1 µM]	-17.6%	-5.6	7.8%

# High-throughput results: PubChem BioAssay, National Center for Advancing Translational Sciences (NCATS)

# An unsorted share of the library; 11% or so of the library scored in one or more.
